JMJD2A Tudor – qHTS Assay for Inhibitors of JMJD2A-Tudor Domain. actives 4.4% (n = 390,000). AlphaScreen JMJD2A-Tudor / H3K4me3 peptide binding. AID 504339, 2011. Potency, µM (top dose mostly 114 µM), inactives show top-dose activity change, negative = inhibition, usual class: inhibitors. Lysine-specific demethylase 4A (Homo sapiens), O75164; also: % is scaled to controls: 0 for no effect and ±100 for the full control effect; nearly all actives have a fitted effect of over 50% in size
G9a block – qHTS Assay for Inhibitors of Histone Lysine Methyltransferase G9a; G9a H3K9 monomethylation, AlphaScreen, 2 h; AID 504332, 2011; Histone-lysine N-methyltransferase EHMT2 (Homo sapiens), Q96KQ7; Potency, µM (titrated, usually from 102 µM), for inactives: at the top dose activity, negative = inhibition, actives largely listed as inhibitors; actives 8.8% (n = 350,000); also: % is scaled to controls: 0 for no effect and ±100 for the full control effect; nearly all actives have a fitted effect of over 75% in size
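Readings reflect AlphaScreen signal from monomethyl-H3K9 antibody detection. HMT at 20 nM; substrate b-H3K9 500 nM; cofactor SAM 20 uM; 2 h RT reaction; compounds tested as titrations in qHTS with 15 min preincubation.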
BAZ2B block – qHTS Assay for Inhibitors of BAZ2B; AlphaScreen BAZ2B-H3K14Ac peptide displacement; actives 4.4% (n = 360,000); Potency, µM (titrated, usually from 114 µM), inactives show at the highest dose activity change, negative = inhibition, usual class: inhibitors; AID 504333, 2011; Bromodomain adjacent to zinc finger domain protein 2B (Homo sapiens), Q9UIF8; also: % is scaled to controls: 0 for no effect and ±100 for the full control effect; nearly all actives have a fitted effect of over 60% in size
Target sequence (Q9UIF8 whole entry, looked up, the tested form may be a part): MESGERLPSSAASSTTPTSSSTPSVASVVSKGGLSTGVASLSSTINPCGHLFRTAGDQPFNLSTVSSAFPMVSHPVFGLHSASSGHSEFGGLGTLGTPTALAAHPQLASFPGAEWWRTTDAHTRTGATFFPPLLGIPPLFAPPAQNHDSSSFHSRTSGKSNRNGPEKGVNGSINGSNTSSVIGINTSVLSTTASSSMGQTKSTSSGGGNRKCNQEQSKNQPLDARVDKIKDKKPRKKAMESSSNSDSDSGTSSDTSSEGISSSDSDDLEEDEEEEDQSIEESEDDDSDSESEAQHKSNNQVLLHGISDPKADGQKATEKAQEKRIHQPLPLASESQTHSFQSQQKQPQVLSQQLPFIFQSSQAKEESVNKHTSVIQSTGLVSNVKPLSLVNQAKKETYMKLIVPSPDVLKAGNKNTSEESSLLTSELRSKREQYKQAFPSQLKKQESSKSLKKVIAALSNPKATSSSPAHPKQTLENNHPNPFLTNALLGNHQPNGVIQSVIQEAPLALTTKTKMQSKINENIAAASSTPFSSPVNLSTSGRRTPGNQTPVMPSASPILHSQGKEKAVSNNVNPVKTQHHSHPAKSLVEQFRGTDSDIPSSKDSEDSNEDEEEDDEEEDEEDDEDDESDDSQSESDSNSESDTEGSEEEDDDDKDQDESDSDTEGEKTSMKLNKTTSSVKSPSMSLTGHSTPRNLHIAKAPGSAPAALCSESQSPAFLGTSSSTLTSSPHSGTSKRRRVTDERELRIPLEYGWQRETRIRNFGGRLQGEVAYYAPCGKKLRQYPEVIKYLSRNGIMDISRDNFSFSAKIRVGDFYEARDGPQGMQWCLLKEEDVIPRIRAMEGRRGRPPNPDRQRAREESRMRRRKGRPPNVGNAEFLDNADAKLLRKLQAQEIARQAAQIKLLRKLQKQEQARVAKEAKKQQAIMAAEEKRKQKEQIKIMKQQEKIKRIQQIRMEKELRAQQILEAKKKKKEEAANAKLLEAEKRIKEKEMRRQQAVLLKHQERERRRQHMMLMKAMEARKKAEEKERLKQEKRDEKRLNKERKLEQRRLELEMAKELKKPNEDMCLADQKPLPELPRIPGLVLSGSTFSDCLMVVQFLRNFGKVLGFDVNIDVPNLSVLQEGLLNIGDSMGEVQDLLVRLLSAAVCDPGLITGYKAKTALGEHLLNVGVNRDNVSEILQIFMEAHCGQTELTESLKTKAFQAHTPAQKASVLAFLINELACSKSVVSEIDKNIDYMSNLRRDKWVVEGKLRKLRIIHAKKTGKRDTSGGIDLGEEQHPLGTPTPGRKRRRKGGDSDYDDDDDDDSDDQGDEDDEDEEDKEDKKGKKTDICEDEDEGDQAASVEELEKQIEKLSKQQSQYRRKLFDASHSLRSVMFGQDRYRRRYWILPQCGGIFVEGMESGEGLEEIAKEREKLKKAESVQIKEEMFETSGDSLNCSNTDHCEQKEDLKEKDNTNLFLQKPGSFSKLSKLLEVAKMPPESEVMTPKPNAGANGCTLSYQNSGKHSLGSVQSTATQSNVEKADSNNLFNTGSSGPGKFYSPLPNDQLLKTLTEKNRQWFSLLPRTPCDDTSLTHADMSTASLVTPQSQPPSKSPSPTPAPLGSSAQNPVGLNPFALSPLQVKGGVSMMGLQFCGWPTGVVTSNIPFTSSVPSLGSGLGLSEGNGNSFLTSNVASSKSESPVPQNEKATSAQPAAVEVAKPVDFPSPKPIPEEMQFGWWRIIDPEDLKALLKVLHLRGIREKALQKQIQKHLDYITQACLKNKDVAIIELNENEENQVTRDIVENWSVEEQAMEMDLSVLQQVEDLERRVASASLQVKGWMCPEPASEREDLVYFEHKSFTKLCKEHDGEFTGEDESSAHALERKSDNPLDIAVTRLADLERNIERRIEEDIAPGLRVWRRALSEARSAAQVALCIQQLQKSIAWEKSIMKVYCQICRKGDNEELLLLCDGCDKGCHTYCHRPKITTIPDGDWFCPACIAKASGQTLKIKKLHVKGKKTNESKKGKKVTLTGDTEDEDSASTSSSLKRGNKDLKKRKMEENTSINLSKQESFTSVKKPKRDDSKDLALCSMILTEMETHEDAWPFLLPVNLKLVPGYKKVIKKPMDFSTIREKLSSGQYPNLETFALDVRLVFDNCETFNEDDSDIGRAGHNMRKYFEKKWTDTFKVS
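Multi-concentration screen (max 110 uM) measuring displacement of acetylated histone H3 peptide from BAZ2B by AlphaScreen, using 50 nM protein, 50 nM peptide and 10 ug/mL streptavidin donor plus Ni-chelate acceptor beads.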
GLS inhibitor – qHTS for Inhibitors of Glutaminase (GLS) | Potency, µM (top dose mostly 45.5 µM), for the others: at the highest dose activity change, negative = inhibition, most hits filed as inhibitors | AID 624170, 2012 | Glutaminase kidney isoform, mitochondrial (Homo sapiens), O94925 | actives 0.21% (n = 410,000) | GLS enzymatic activity, qHTS titration; also: % is scaled to controls: 0 for no effect and ±100 for the full control effect
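hKGA in 45 mM KH2PO4 (pH 8.2), 0.02% Tween-20 with compound, then 1mM L-Glutamine (stock as added) plus glutamate oxidase/HRP/Amplex red coupling mix. Fluorescence read initially and after 30 min at RT; signal change reflects glutamate formation.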
PGK inhibitor – qHTS Assay to Find Inhibitors of Phosphoglycerate Kinase. AID 602233, 2012. Potency, µM (titrated, usually from 57.5 µM), for inactives: at the top dose activity change, negative = inhibition, hits mostly inhibitors. actives 0.043% (n = 380,000). PGK/GAPDH coupled, Kinase-Glo luminescence, 60 min. Phosphoglycerate kinase, glycosomal (Trypanosoma brucei brucei), P07378; also: % is scaled to controls: 0 for no effect and ±100 for the full control effect; nearly all actives have a fitted effect of over 60% in size
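Recombinant glycosomal PGK reaction used 1,3-bisphosphoglycerate generated in-well by GAPDH (100nM final) in 100mM TEA pH 7.6, 5mM MgCl2, 0.01% Tween-20. After 60 minutes at room temperature, ATP was read by Kinase-Glo Plus luminescence end-point.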
Pin1 inhibitor – qHTS Assay to Find Inhibitors of Pin1; Peptidyl-prolyl cis-trans isomerase NIMA-interacting 1 (Homo sapiens), Q13526; Pin1 FP peptide displacement, HiFluor488, 10 min; Potency, µM (top dose mostly 115 µM), for the others: at the highest dose activity, negative = inhibition, actives largely listed as inhibitors; actives 0.009% (n = 390,000); AID 504891, 2011; active = well fitted inhibition curve with a large enough effect in the polarisation, with a control signal flat, not every such curve was filed as active; inconclusive = small, poorly fitted or top-dose-only effect, or effect the other way, or a change in a side signal; inactive = no such curve, though single readings can be large or run the other way; the % refers to the polarisation; also: % is scaled to controls: 0 for no effect and ±100 for the full control effect
Pol iota inh – qHTS for Inhibitors of Polymerase Iota. Pol iota fluorescent replication assay, 10 min. Potency, µM (top dose mostly 115 µM), without a hit: at the highest dose activity, negative = inhibition, most hits filed as inhibitors. actives 1% (n = 390,000). AID 588590, 2011
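Pol iota at 10 nM preincubated 15 min with compounds at room temperature; reaction started with fluorescent substrate, 50 nM final. Fluorescence read kinetically at 0 and 10 min; buffer-only wells as negative control.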
HP1b binding inh – HTS for Inhibitors of HP1-beta Chromodomain Interactions with Methylated Histone Tails; AlphaScreen HP1-beta / biotin-H3K9me3 peptide binding; Potency, µM (titrated, usually from 114 µM), for the others: at the top dose activity change, negative = inhibition, actives largely listed as inhibitors; actives 0.56% (n = 390,000); AID 540317, 2011; also: nearly all actives have a fitted effect of over 70% in size; inactives centre near 23
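Compound inhibition of the preformed complex between 50 nM HP1-beta and 50 nM biotinylated H3K9me3 peptide was read by AlphaScreen. Buffer was PBS pH 7.4 with 0.01% Tween-20. Incubations ran 30 min at room temperature, with 10 ug/mL donor/acceptor beads.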
BLM helicase inh – qHTS Assay for Inhibitors of Bloom's syndrome helicase (BLM); RecQ-like DNA helicase BLM (Homo sapiens), P54132; recombinant BLM DNA unwinding, fluorescence dequenching; Potency, µM (highest dose often 56.1 µM), for the others: at the highest dose activity change, negative = inhibition, usual class: inhibitors; actives 0.2% (n = 350,000);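 also: plate controls were vehicle for no effect and no enzyme for full effect; nearly all actives have a fitted effect of over 35% in size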
Starred values were filed as active, the others as inactive; i = inactive; ? = inconclusive; . = not tested or not shown; [ ] = dose if it differs, or a comment. Unless noted, calls follow the shape of the dose curve; as a rule, active = well fitted curve in the direction sought with a large enough effect; inconclusive = small, poorly fitted or top-dose-only effect, or another doubt; inactive = no such curve, though single readings can be large; an effect the other way counts as inactive or inconclusive. Potency is read from the fitted curve at half-maximal effect. Some of the compounds tested; count on the stated rates, not on these rows.

Preview, seven compounds:
Order of results – JMJD2A Tudor | G9a block | BAZ2B block | GLS inhibitor | PGK inhibitor | Pin1 inhibitor | Pol iota inh | HP1b binding inh | BLM helicase inh
CN(C(=O)c1cccc(NC(=O)Cc2cccc(NC(=O)C3CCCN(C(=O)C4CCCCC4)C3)c2)c1)C1CCC1 (stereo unspecified)
  -7% | . | . | 0% | -1% | -3% | 53%[activator] | 33% | .
Cc1nnc(SCC(=O)Nc2sc3c(c2C(N)=O)CCC(C)C3)[nH]c1=O (stereo unspecified)
  ? | -49%[59 µM] | -63% | 9% | i | 1% | 7% | 8% | .
COc1ccc(Nc2nnc(-c3ccc(C)c(S(=O)(=O)NCCO)c3)c3ccccc23)cc1C(N)=O
  -24% | -11%[59 µM] | 4% | 27% | -6% | 60%[activator] | 16% | 18% | -9%
CCCCC(=O)Nc1ncc([N+](=O)[O-])s1
  -15% | ? | -38% | 2% | -2% | 0% | 127%[activator] | 3% | -3%
COC(=O)CCn1nnc(-c2ccc(C)cc2)n1
  -10% | 14%[59 µM] | 2% | 3% | -7% | -1% | 6% | 20% | -1%
CN(C(=O)c1coc(=O)c2ccccc12)c1ccc(Br)cc1
  -4% | ? | -13% | 2% | 4% | 0% | 144%[activator] | 36% | -8%
N#CC(C#N)=C1SC(=Nc2ccccc2)C(=Nc2ccccc2)N1c1ccccc1
  ? | . | . | 1% | -11% | -4% | 1% | ? | .

The listing (from the top)
Order of results – JMJD2A Tudor | G9a block | BAZ2B block | GLS inhibitor | PGK inhibitor | Pin1 inhibitor | Pol iota inh | HP1b binding inh | BLM helicase inh
CN(C(=O)c1cccc(NC(=O)Cc2cccc(NC(=O)C3CCCN(C(=O)C4CCCCC4)C3)c2)c1)C1CCC1 (stereo unspecified)
  -7% | . | . | 0% | -1% | -3% | 53%[activator] | 33% | .
Cc1nnc(SCC(=O)Nc2sc3c(c2C(N)=O)CCC(C)C3)[nH]c1=O (stereo unspecified)
  ? | -49%[59 µM] | -63% | 9% | i | 1% | 7% | 8% | .
COc1ccc(Nc2nnc(-c3ccc(C)c(S(=O)(=O)NCCO)c3)c3ccccc23)cc1C(N)=O
  -24% | -11%[59 µM] | 4% | 27% | -6% | 60%[activator] | 16% | 18% | -9%
CCCCC(=O)Nc1ncc([N+](=O)[O-])s1
  -15% | ? | -38% | 2% | -2% | 0% | 127%[activator] | 3% | -3%
COC(=O)CCn1nnc(-c2ccc(C)cc2)n1
  -10% | 14%[59 µM] | 2% | 3% | -7% | -1% | 6% | 20% | -1%
CN(C(=O)c1coc(=O)c2ccccc12)c1ccc(Br)cc1
  -4% | ? | -13% | 2% | 4% | 0% | 144%[activator] | 36% | -8%
N#CC(C#N)=C1SC(=Nc2ccccc2)C(=Nc2ccccc2)N1c1ccccc1
  ? | . | . | 1% | -11% | -4% | 1% | ? | .
Cc1cccc(Oc2nc(CN3CCOCC3)nc3sc4c(c23)CCCC4)c1
  ? | 14%[59 µM] | ? | 4% | 1% | -1% | 147%[activator] | -4% | -5%
Cc1ccc(C(=O)OCC(=O)c2c[nH]c3ccccc23)cc1
  -10% | -8%[59 µM] | -1% | -12% | -1% | 1% | 7% | 32% | -4%
Cc1ccc(S(=O)(=O)NNC(=O)c2ccncc2)cc1
  79µM* | -2% | -1% | 9% | -8% | 14% | 1% | 6% | 4%
c1ccc2c3c([nH]c2c1)C1(CCCCC1)NCC3
  -24% | -31% | -22% | 23% | -6% | -6% | 34%[activator] | 3% | -4%
Nn1cnnc1N/N=C/c1cc([N+](=O)[O-])c(Cl)cc1Cl
  -22% | ? | ? | -2% | -13% | -1% | ? | -19% | -18%
O=C(Cn1nc2ccccc2n1)N/N=C/c1cc(Cl)cc([N+](=O)[O-])c1O
  50µM* | 40µM* | 20µM* | 0% | -11% | -3% | 7% | -19% | 3%
Nc1ccc(Cc2ccccn2)cc1
  -18% | -34% | -20% | 10% | -3% | 0% | -14% | 22% | -4%
COc1cccc(CNCC(O)COc2ccc(C(=O)c3ccccc3)cc2)c1 (stereo unspecified)
  56µM* | 10µM* | 50µM* | 9% | -10% | -4% | -22% | ? | 0%
Cc1ccc(-n2c(SCc3ccccc3)nc3c([nH]c4ccccc43)c2=O)cc1
  -10% | 3%[59 µM] | 9% | -4% | -4% | -1% | 3% | 14%[57 µM] | -2%
COC(=O)c1ccccc1S(=O)(=O)N1CCC(C(=O)OCc2ccc([N+](=O)[O-])cc2)CC1
  -12% | -31% | -2% | -6% | 2% | 9% | 19% | 15% | .
Cc1nc2c(cc1C(=O)N/N=C/c1ccc(O)c(O)c1)c(=O)n(C)c(=O)n2C
  35µM* | ? | -25% | 27% | -21% | ? | ? | -17% | -11%
CC(C)(C)N1CC(c2nc3ccccc3n2Cc2ccc(Cl)cc2)CC1=O (stereo unspecified)
  -11% | 0%[12.7 µM] | 12% | 2% | -6% | -3% | 12% | 43%[activator] | -2%
CCOc1ccc(-c2cc(C(=O)NCCc3ccc(Cl)cc3)c3ccccc3n2)cc1
  -12% | 18%[59 µM] | -2% | 12% | -5% | -3% | -3% | 31% | -3%
COc1ccc(NC(=O)CSc2nc(NS(=O)(=O)c3ccc(C)cc3)cc(=O)[nH]2)cc1
  -25% | ? | 50µM* | -8% | 0% | 12% | 8% | 19% | 22µM*
Cc1nc(NC(=O)CN(C)S(=O)(=O)c2ccc(Br)cc2)sc1C
  -21% | -26% | -35% | 11% | -10% | -2% | -4%[58.9 µM] | -5% | -2%
COc1cc(NC(=O)CCS(=O)(=O)c2nc(-c3ccc4c(c3)OCO4)cc(C(F)(F)F)n2)cc(OC)c1OC
  0% | ? | 0% | 1% | -9% | ? | ? | 66%[activator] | -3%
CC(C)CC(COCc1cccc(Cl)c1)N1CCN(C(=O)c2cccc(C(F)(F)F)c2)CCC1=O (stereo unspecified)
  -23% | ? | ? | 10% | -6% | 2% | -17% | 41%[activator] | -17%
Nn1c(SCC(=O)Nc2ccc(OC(F)F)cc2)nnc1-c1ccco1
  -5% | 4% | 10% | 1% | 4% | 4% | 6% | 6% | .
COc1cc(/C=C/C(=O)O)cc(S(=O)(=O)Nc2ccc3[nH]c(=O)[nH]c3c2)c1OC
  -12% | ? | 2% | -25% | -3% | -7% | 162%[activator] | 41%[activator] | -6%
O=C(NCCS(=O)(=O)N1CCN(c2ccccc2)CC1)C(c1ccccc1)c1ccccc1
  -9% | -6%[59 µM] | 5% | -3% | 0% | -14% | 30%[activator] | 26%[57 µM] | 1%
CCOC(=O)Cn1c(=O)c2c(nc(Br)n2CC(=O)OCC)n(C)c1=O
  7% | 4%[59 µM] | 4% | -4% | -9% | -1% | 15% | 19% | -2%
COc1ccc(NC(=O)CN(C)CC(=O)Nc2ccc(Cl)cc2[N+](=O)[O-])cc1
  ? | -12%[59 µM] | ? | -17% | -1% | -6% | 78%[activator] | -13% | -5%
COc1ccccc1C(=O)NNC(=O)C1CCCO1 (stereo unspecified)
  ? | 10%[59 µM] | -2% | -2% | -6% | -3% | -18% | 9% | 2%
COC(=O)C1=C(C)Nc2nnnn2C1c1cccs1 (stereo unspecified)
  -11% | 9%[59 µM] | -4% | 16% | -1% | -10% | 17% | 23% | -2%
COc1cc(OC)c(/C=N/NC(=O)COc2cccc3cccnc23)c(OC)c1
  -16% | -18% | -13% | 5% | 2% | ? | -3% | 28% | -2%
CCN(CC)C(=O)CSc1nc2c(c(=O)n(C)c(=O)n2C)n1Cc1ccccc1
  -3% | 0%[59 µM] | -17% | -2% | . | 1% | ? | 36% | 1%
CCCCC(=O)Nc1ccc(C(=O)NN2C(=O)c3ccccc3C2=O)cc1
  -20% | ? | -8% | 9% | -7% | 0% | 29% | 12% | 1%
Fc1ccc(N2CCN(c3cnc4ccccc4n3)CC2)cc1
  5% | 39% | 22% | 20% | 2% | 1% | -17% | 89%[activator] | -11%
O=c1c2ccccc2nc(-c2ccc(Cl)cc2Cl)n1O
  -4%[11.4 µM] | 9% | ? | 5% | -6% | -1% | 17% | -2% | 0%
Cc1nnc(SCC(=O)Nc2nc(C(C)(C)C)cs2)s1
  -4% | 3%[59 µM] | 5% | 1% | 15% | 3% | 19% | 26% | 0%
O=C(NCCCn1ccnc1)c1cc(C2CC2)on1
  -18% | 8%[59 µM] | 0% | -14% | i | 1% | 4% | 45%[activator] | -8%
CCCCn1c(=S)[nH]c2cc(S(=O)(=O)N3CCOCC3)ccc21
  ? | . | . | -9% | -4% | -4% | -16% | 42%[activator] | .
C=CCN1c2ccccc2[C@]23C[C@@H](C(=O)OC)N(C(=O)CC(C)C)C2=NC(C(=O)OC)=C(C(=O)OC)[C@H]13
  ? | ? | -31% | 2% | -3% | ? | -28% | 5% | -4%[12.4 µM]

Screening results from PubChem.
